LEDGF integ inh: blockers of LEDGF/p75-dependent integrase strand transfer – biochemical, TR-FRET, high throughput, primary screen; HIV-1 integrase (with human LEDGF/p75); TR-FRET IN-LEDGF/p75 DNA integration, Eu/Cy5; inhibition, % at 3.7 µM; hit rate 0.64% among 370,000; AID 743269, 2014;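 active means inhibition above the screen-wide mean plus 3 SD, cut at about 13% in these data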;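 further: signal is the Cy5 over europium emission ratio at 671 and 618 nm; 0% = plate median of compound wells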
UHRF1 MBD2 ctr: UHRF1 methylated DNA binding inhibitors, primary screen, counter-screen for MBD2 inhibitor project, biochemical, TR-FRET, human UHRF1, single concentration; UHRF1 binding to methylated oligo; inhibition, % at 4.4 µM; hit rate 0.75% among 370,000; AID 687016, 2013; in the data active means inhibition above about 21%;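 further: UHRF1 SRA domain binding a hemimethylated CpG hairpin DNA probe; 0% = median of test compound wells and 100% = reference inhibitor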
Target sequence (Q96T88 whole entry, looked up, the tested form may be a part): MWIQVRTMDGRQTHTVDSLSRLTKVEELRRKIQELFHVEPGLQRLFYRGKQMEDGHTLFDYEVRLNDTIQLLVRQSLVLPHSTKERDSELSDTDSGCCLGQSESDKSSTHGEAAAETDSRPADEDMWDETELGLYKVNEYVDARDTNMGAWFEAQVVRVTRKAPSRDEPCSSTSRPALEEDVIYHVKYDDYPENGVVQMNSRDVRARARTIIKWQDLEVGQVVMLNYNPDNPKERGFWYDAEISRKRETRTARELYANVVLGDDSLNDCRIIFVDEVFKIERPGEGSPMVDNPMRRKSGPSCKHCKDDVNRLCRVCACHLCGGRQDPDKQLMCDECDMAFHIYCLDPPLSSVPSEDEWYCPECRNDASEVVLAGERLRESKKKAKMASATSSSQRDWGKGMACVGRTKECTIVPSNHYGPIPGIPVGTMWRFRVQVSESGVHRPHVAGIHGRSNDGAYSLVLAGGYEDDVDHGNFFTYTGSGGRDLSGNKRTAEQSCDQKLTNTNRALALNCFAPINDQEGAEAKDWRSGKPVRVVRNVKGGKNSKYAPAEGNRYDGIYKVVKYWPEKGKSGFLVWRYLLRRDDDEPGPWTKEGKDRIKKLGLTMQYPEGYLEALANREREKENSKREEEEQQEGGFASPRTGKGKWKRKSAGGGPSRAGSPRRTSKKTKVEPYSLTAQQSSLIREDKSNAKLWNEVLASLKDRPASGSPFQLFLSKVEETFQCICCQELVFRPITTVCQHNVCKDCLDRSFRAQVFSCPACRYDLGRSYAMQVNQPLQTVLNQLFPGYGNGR
proKLK7 act: proKLK7 zymogen activators, primary screen, biochemical, fluorescence intensity; Kallikrein-7 (Homo sapiens), P49862; purified proKLK7, EDANS-DABCYL substrate fluorescence; 100% is mature enzyme control, 0% vehicle; activation, % at 7 µM; hit rate 0.9% among 370,000;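 active means activation above the mean of all tested compounds plus 3 SD, computed per campaign excluding outliers beyond control limits, cut at about 13% in these data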
Target sequence (P49862 whole entry, looked up): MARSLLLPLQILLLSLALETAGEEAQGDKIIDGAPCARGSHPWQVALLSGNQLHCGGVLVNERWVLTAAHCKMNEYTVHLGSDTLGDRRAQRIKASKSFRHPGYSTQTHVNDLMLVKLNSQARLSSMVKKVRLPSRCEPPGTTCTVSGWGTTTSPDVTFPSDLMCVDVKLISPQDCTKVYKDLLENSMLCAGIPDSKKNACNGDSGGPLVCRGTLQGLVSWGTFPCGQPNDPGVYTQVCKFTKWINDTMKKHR
MBD2 DNA inh: inhibitors of MBD2 binding to methylated DNA, primary screen, biochemical, TR-FRET, DNA-binding domain, human. hit rate 0.31% among 370,000. AID 686964, 2013. inhibition, % at 4.4 µM. MBD2 binding to methylated oligonucleotide; in the data active means inhibition above about 13%
SIAE primary: human SIAE inhibitors, primary screen, biochemical, fluorescence polarization, FP-Rh probe, 1536-well HTS; Sialate O-acetylesterase (Homo sapiens), Q9HAT2; hit rate 0.69% among 370,000; SIAE FP-Rh probe binding; inhibition, % at 9.66 µM; AID 1053197, 2014;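 active means inhibition above a cutoff: mean of compounds within the control limits plus 3 SD of those, cut at about 17% in these data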;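 further: 0% = plate median of compound wells and 100% = probe without SIAE protein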
TCR CD3 inh: inhibitors of human TCR-CD3 interaction, primary screen, biochemical, fluorescence, TAMRA-labeled TCR probe; AID 651800, 2012; hit rate 0.37% among 360,000; inhibition, % at 9.4 µM; in the data active means inhibition above about 19%;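 further: recombinant mutant TCR 2C K166C tagged with TAMRA read by polarization; 0% = receptor in buffer alone and 100% = receptor with positive control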
PRMT1 inh: PRMT1 methyltransferase inhibitors, primary screen, biochemical, fluorescence polarization; recombinant PRMT1, activity-based probe fluorescence polarization; hit rate 1.3% among 370,000; Protein arginine N-methyltransferase 1 (Homo sapiens), Q99873; AID 652257, 2013; inhibition, % at 2.79 µM;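 active means inhibition above about 21% made by adding two undisclosed values, limit read from the data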
DDE Tn6 FP inh: inhibitors of Tn6 peptide binding to fibrin DD(E), primary screen, biochemical, fluorescence polarization, human fibrin, Tn6 probe | AID 720509, 2013 | hit rate 0.21% among 370,000 | Fibrin DD(E) TRITC-Tn6 fluorescence polarization displacement | Fibrinogen beta chain (Homo sapiens), P02675 | inhibition, % at 8.3 µM;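 active means inhibition above a per-campaign cutoff: mean of compounds within control limits plus 3 SD, cut at about 15% in these data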;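 further: 0% = median of all compound wells on the plate and 100% = blocking peptide control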
DDE Tn7 FP inh: inhibitors of Tn7 peptide binding to fibrin DD(E), primary screen, biochemical, fluorescence polarization, human fibrin, Tn7 probe; FP displacement of FITC-Tn7 peptide from fibrin DD(E); 0% = median of compound wells per plate; inhibition, % at 8.3 µM; hit rate 0.13% among 370,000; AID 720508, 2013;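 active means inhibition above the mean of compounds falling within the control limits plus 3 SD of them, cut at about 14% in these data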;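 further: 0% = plate median of compound wells and 100% = 10 µM Aha-Tn7 peptide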
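Assay system: Human clot-derived fibrin DD(E) complex | Buffer or medium: Tris/NaCl/CaCl2 buffer, pH 7.8 | Repeats: One replicate per compound | Benchmarks: Aha-Tn7 high control | Measure: % inhibition scaled between sample-field median and high-control FP | Schedule: 10 min plus 3 h, room temperature | Signal: Fluorescence polarization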
TDP2 absorb: human TDP2 enzyme inhibitors, primary screen, biochemical, epi absorbance, recombinant enzyme; Tyrosyl-DNA phosphodiesterase 2 (Homo sapiens), O95551; hit rate 0.34% among 370,000; T5PNP hydrolysis, p-nitrophenol absorbance 415 nm; inhibition, % at 12.8 µM; AID 720702, 2013;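 active means inhibition above the mean of all tested compounds plus 3 SD, set per campaign, cut at about 25% in these data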;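 further: 0% = DMSO with enzyme and 100% = buffer with substrate but no TDP2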
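Assay system: Recombinant human TDP2 | Quantity: 120 nM TDP2 per well | Incubation: 2 h at 37 °C | Signal: Epi absorbance | Evaluation: Percent inhibition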
Active calls of the source: *; nt = no result given.

compound	LEDGF integ inh	UHRF1 MBD2 ctr	proKLK7 act	MBD2 DNA inh	SIAE primary	TCR CD3 inh	PRMT1 inh	DDE Tn6 FP inh	DDE Tn7 FP inh	TDP2 absorb
COc1cccc(NC(=O)CN(C)CC(=O)Nc2ccc3c(c2)OCO3)c1	2	0	0.4	-5	-3	-2	-9	0	2	0
Cc1onc(-c2ccccc2)c1C(=O)N/N=C/c1ccc(Br)cc1	0	-3	0.1	0	-1	2	1	0	0	18
CC(C)CN1CCCC(N2CCN(c3cccc(Cl)c3)CC2)C1 (stereo unspecified)	0	0	0.5	-3	8	4	-1	7	-2	-5
Cc1cc(C(C)(C)C)cc(C)c1N	1	1	-0.3	2	-1	-8	3	-7	-2	10
CCOC(=O)CC(=O)CSc1ccc2nnc(-c3ccc(F)cc3)n2n1	-1	0	3.2	4	-2	-2	3	2	-2	4
Cc1cc(N2C(=O)[C@@H]3[C@H](C2=O)[C@@H]2C[C@H]3C(Br)C2Br)no1 (stereo partly specified)	-4	0	0.5	5	2	5	4	4	2	3
O=C(NC1CCCCC1)c1cc(-n2cnnc2)ccc1Cl	1	1	0.2	3	-5	6	-2	-3	4	-4
COc1ccc2c(ccn2S(=O)(=O)c2ccccc2)c1	0	-3	0.3	-2	-6	3	-3	-3	0	-11
COC(=O)C1=C(C)N(C)C(=NCc2cccc(C(F)(F)F)c2)NC1c1ccccc1C(F)(F)F (stereo unspecified)	-1	1	1.0	-2	6	5	-3	-4	1	-6
Cc1cc(OCC(=O)C(C)(C)C)c2c(-c3ccccc3)cc(=O)oc2c1	0	-2	-0.6	-4	-1	5	-8	5	-5	6
Cc1ccc(S(=O)(=O)N2CCN3CCCC3C2)cc1 (stereo unspecified)	2	4	0.2	3	2	-4	-3	-6	0	-14
CC(O)Cc1cn([C@@H](CCCCN)C(=O)N2CCNCC2)nn1 (stereo partly specified)	2	9	0.5	-3	4	5	0	1	-2	8
CC(C)CC(C(=O)N1CCOCC1)N1Cc2ccccc2C1=O (stereo unspecified)	-3	1	0.6	-5	-1	-1	6	0	2	0
CS(=O)(=O)Nc1cccc(NC(=O)C2Cc3c(-c4ccco4)ccnc3O2)c1 (stereo unspecified)	3	1	-0.6	2	-5	3	-3	6	-7	-17
Cc1ccc(OCc2cc(C(=O)NCC(C)c3ccccc3)no2)cc1C (stereo unspecified)	2	0	-0.6	2	1	4	1	2	-2	-1
Cc1ccc(Nc2nc(N)c([N+](=O)[O-])c(N3CCOCC3)n2)cc1	-2	12	0.8	3	2	3	2	-2	3	10
O=C(CN1C(=O)c2ccccc2C1=O)Nc1nccs1	-3	0	-0.1	4	-10	-7	6	-2	-3	6
C[C@@H](C(=O)NCC1CC1)[C@@H]1C[C@@]1(C)[C@@H](NC(=O)OCc1ccccc1)c1ccccc1	1	0	0.7	2	4	0	2	0	0	-8
O=C(NNc1c2ccccc2nc2ccccc12)c1ccccc1O	3	0	1.6	-3	19*	-1	4	-3	-2	6
O=C(CNC(=O)C1CCCCC1)OCC(=O)c1ccc(F)cc1	5	2	0.0	1	-3	6	-2	-1	-5	-1
O=S(=O)(NCc1ccccn1)c1cc(OCC(F)(F)F)ccc1OCC(F)(F)F	2	1	0.3	-1	3	-8	-2	-1	-5	-11
COc1ccccc1CCNC(=O)C(=O)NCC1OCCN1S(=O)(=O)c1ccc(OC)c(OC)c1 (stereo unspecified)	-3	-1	-0.1	2	8	3	0	0	5	14
CCOC(=O)c1c2ccccc2[n+]([O-])n1[C@@H](C)C(N)=O	-1	-5	8.4	2	1	8	-1	0	-4	4
CNc1ccc([N+](=O)[O-])cc1C(=O)O	1	-2	0.4	-3	6	-1	-1	5	3	-5
CC(=O)Nc1ccc(NC(=O)C2CCCN(S(=O)(=O)c3ccc(Cl)cc3)C2)cc1 (stereo unspecified)	2	1	-0.1	4	-10	4	-1	9	-1	14
Cc1ccc(/C=N/NC(=O)Cn2nnc(N)n2)cc1	-1	2	0.2	-1	-1	-3	-4	-6	-4	-12
COc1ccc(C)cc1NC(=O)c1cc(S(=O)(=O)N2CCC3(CC2)OCCO3)ccc1F	-3	2	0.3	1	-8	6	3	-3	6	7
CC(C)(C)OC(=O)N1CCCC(C(=O)Nc2ccc(C(=O)N3CCOCC3)cc2)C1 (stereo unspecified)	-2	-3	0.3	1	-1	2	-1	9	-9	0
O=c1[nH]n2c(=O)c3c([nH]c2c1N=Nc1cccc(C(F)(F)F)c1)CCCC3	-1	-9	-0.5	-12	-10	-1	2	-6	3	-2
O=C(O)CC(NC(=O)c1ccco1)c1ccco1 (stereo unspecified)	-2	4	-0.4	0	-1	-4	5	-6	-6	-3
O=C(/C=C/[C@H]1O[C@@H](n2ccc(=O)[nH]c2=O)[C@H](O)[C@@H]1O)NCCN1CCCC1	-2	1	-0.3	-4	10	0	-3	-7	-2	1
CCCCc1ccc(NC(=S)NCCc2ccc(S(N)(=O)=O)cc2)cc1	-1	-1	0.0	6	4	-2	3	-5	-1	0
Cc1nnsc1C(=O)NNc1ccc(C(C)C)cc1	-2	2	-0.1	1	-1	-9	3	-3	6	-3
CCc1ccc(Nc2nnc(SCC(=O)NC(=O)CN3CCCC3=O)s2)cc1	-3	2	-0.1	2	14	-2	1	4	-1	3
COc1cccc(C(=O)c2ccccc2NC(C)=O)c1	2	-2	0.1	3	-2	-4	-1	-1	6	1
Cc1cnc(C(=O)N2CCCC(N3CCN(c4ccccc4C)CC3)C2)cn1 (stereo unspecified)	-1	2	0.0	0	1	-7	-3	-3	-1	-14
CCCCOc1ccccc1N	-3	0	-0.4	-7	-1	2	-4	9	5	6
COc1cccc(NC(=S)Nc2ccc(F)cc2)c1	2	-2	0.3	1	6	1	-4	3	-9	6
Cc1ccc(-c2cnn3c(N4CCOCC4)cc(C)nc23)cc1	4	0	1.4	-7	9	1	-1	8	-10	15
CCCS(=O)(=O)N1CCN(C(=O)c2cccc(OC)c2)CC1	-2	0	0.2	3	-1	-3	0	3	9	5
Cc1ccc(NC(=O)c2cc(NC(=O)c3ccco3)ccc2N2CCCCC2)cc1	1	0	-0.2	2	5	-1	-1	1	10	-1
O=c1cc(CO)occ1OCc1c(F)cccc1Cl	-1	-2	-0.5	-4	3	7	-2	1	1	11
COc1ccccc1N1CCN(CCCNC(=O)Nc2ccccc2C)CC1	2	-2	0.0	2	-5	-1	-1	3	0	-6
NC(=O)COC(=O)c1ccccc1OCc1ccccc1Cl	-6	-1	0.6	-1	-3	1	-1	-4	-1	1
CC1Oc2ccccc2N(Cc2cccnc2)C1=O (stereo unspecified)	4	5	0.1	6	2	-3	1	-1	4	-14
O=[N+]([O-])c1cncc2[nH]cnc12	-3	-3	0.0	1	-6	nt	-1	-3	0	0
CCOc1ccc(-c2nc(CSCC(=O)NCCN3CCOCC3)c(C)o2)cc1	0	-2	0.3	-1	11	4	-3	5	-2	3
N#CC1=C(N)OC2=C(C(=O)CCC2)[C@]12C(=O)N(CC(N)=O)c1ccccc12	-3	4	-0.2	3	-1	-9	4	12	7	3
COc1ccc(/C=C/c2nc(S(=O)(=O)c3ccccc3)c(N(C)C)o2)cc1	0	-2	0.4	-2	8	-7	-3	-3	-2	0
CCn1c(SCC(=O)NC2CCCCC2C)nnc1-c1ccc(OC)cc1 (stereo unspecified)	-2	0	0.2	2	4	4	-3	5	-5	13

(cont.)
compound	LEDGF integ inh	UHRF1 MBD2 ctr	proKLK7 act	MBD2 DNA inh	SIAE primary	TCR CD3 inh	PRMT1 inh	DDE Tn6 FP inh	DDE Tn7 FP inh	TDP2 absorb
COc1ccc(Cl)cc1N/C(N)=N/c1nc(CSc2ccc(C)cc2)cc(=O)[nH]1	-2	0	-0.1	2	-6	1	-2	5	0	-2
Cc1ccc(-c2csc3ncnc(SCC(N)=O)c23)cc1	1	-1	-0.5	2	5	5	1	5	16*	8
Cc1ccc(NC(=O)c2oc3ccccc3c2C)nc1	2	-3	0.0	-2	6	-3	-6	-6	0	9
COC(=O)c1cc(C)nc2c1c(C)nn2-c1ccccc1	0	1	2.7	5	2	2	0	1	-3	-3
CC(=O)N1c2ccc(S(=O)(=O)N3CCCC(C(=O)Nc4ccc(F)cc4)C3)cc2CC1C (stereo unspecified)	-2	-2	0.5	-4	-2	4	-1	5	2	-1
O=C(Nc1ccccc1OC(F)F)c1ccc(S(=O)(=O)N2CCCC2)cc1	4	-2	0.3	-3	-5	-3	-4	-1	-4	4
O=C(c1ccncc1)c1ccc(NC(=O)c2cccs2)cc1	5	-3	-0.2	-5	-6	1	-4	0	7	-13
COc1ccc(S(=O)(=O)N(C)CC(=O)NCc2cccnc2)cc1OC	0	1	0.2	0	0	4	2	6	-1	7
CC(C)C(=O)Nc1cccc(NC(=O)c2ccc(Cl)cc2Cl)c1	1	3	0.4	-2	5	4	1	-3	-3	-10
O=C(CNC(=O)c1cc2c(n(-c3ccccc3)c1=O)CCCC2=O)c1ccccc1	-7	3	-0.7	1	3	-3	9	-1	3	0
N#Cc1ccc(-c2ccc3c(c2)OCO3)nc1SCC(=O)OCc1ccccc1	9	5	-21	-3	-10	-7	0	-9	0	-8
CC(=O)c1cc(-c2ccccc2)n(CCC(=O)NCc2cccs2)c1C	-2	3	0.8	-3	4	1	-2	-4	-3	7
Cc1ccc(-n2c(SCc3cn4ccsc4n3)nc3ccccc3c2=O)cc1	-2	2	-0.4	-1	-15	-2	0	-3	4	0
NC(=O)NCc1cccc(Cl)c1	1	-3	0.4	-7	-3	4	0	6	-2	0

2 entries drawn at random from the list so far:
compound	LEDGF integ inh	UHRF1 MBD2 ctr	proKLK7 act	MBD2 DNA inh	SIAE primary	TCR CD3 inh	PRMT1 inh	DDE Tn6 FP inh	DDE Tn7 FP inh	TDP2 absorb
NC(=O)NCc1cccc(Cl)c1	1	-3	0.4	-7	-3	4	0	6	-2	0
Cc1ccc(-n2c(SCc3cn4ccsc4n3)nc3ccccc3c2=O)cc1	-2	2	-0.4	-1	-15	-2	0	-3	4	0

Screens (PubChem)
